Source: PubChem BioAssay (several laboratories)
NR2E3 ag-1: NR2E3 agonists in two-hybrid cells, primary screen, cell-based, luminescence, CHO-S, Gal4-NCOR/VP16-NR2E3. inhibition of corepressor binding, % at 3.98 µM. AID 602229, 2012. 360,000 compounds, 0.35% hits. luciferase. Photoreceptor-specific nuclear receptor (Homo sapiens), Q9Y5X4;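 active means inhibition above the mean of all tested compounds plus 3 SD, cut at about 70% in these data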;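 further: 0% = DMSO with NR2E3 transfected cells and 100% = cells lacking NR2E3 construct; higher means lower luciferase signal from less NR2E3 corepressor binding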
Target sequence (Q9Y5X4 whole entry, looked up, the tested form may be a part): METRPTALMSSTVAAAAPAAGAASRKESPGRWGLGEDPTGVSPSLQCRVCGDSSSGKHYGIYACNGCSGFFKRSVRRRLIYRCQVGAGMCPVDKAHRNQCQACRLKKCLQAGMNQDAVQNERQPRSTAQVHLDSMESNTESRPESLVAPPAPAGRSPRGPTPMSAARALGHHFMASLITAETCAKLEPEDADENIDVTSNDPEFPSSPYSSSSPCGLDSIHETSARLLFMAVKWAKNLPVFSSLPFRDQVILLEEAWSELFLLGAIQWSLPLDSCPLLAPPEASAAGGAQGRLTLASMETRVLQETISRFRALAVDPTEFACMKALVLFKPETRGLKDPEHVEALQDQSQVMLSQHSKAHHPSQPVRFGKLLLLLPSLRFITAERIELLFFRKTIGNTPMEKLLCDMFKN
TRPM1 prom inh: inhibitors of MITF-dependent TRPM1 promoter reporter, primary screen, cell-based, SK-MEL-5, single point, luciferase | SK-MEL-5 TRPM1 promoter luciferase, 24 h | inhibition, % at 12.5 µM | 330,000 compounds, 0.83% hits;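 active means mean inhibition across replicates of 60% or more, whatever share of single replicates reaches that level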; further: values of inactives mirror those of a sister screen read the other way
Vif imaging: HIV Vif self-association inhibitors, primary screen, imaging, HEK293T, single point; HEK293T cells, Vif self-association by quenched fluorescence, 24 h; inhibition, % at 7.49 µM; 340,000 compounds, 0.35% hits; in the data active means inhibition above about 50%, passing the limit was not always enough; further: some results filed as inactive read as strong as hits
Peg3 promoter: Peg3 promoter-driven luciferase inhibitors, primary screen, cell-based, HeLa, luciferase luminescence; HeLa PEG-Prom luciferase reporter, overnight; inhibition, % at 20 µM; 360,000 compounds, 1.7% hits; AID 588405, 2011;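 active means inhibition of at least 50% at 20 µM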
hiPSC survival: enhancers of single-cell hiPSC survival, primary screen, ATPlite luminescence. 100% = ROCK inhibitor wells, 0% = DMSO. survival enhancement, % at 20 µM. 360,000 compounds, 0.044% hits. AID 602274, 2012; in the data active means survival enhancement above about 18%;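 further: cells exposed to compounds for 16 hours before the ATP read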
PDI inh: inhibitors of human PDI, primary screen, biochemical, turbidity, single point, plate reader. inhibition, % at 10 µM. PDI insulin aggregation turbidity, A650, 90 min. 350,000 compounds, 0.052% hits. Protein disulfide-isomerase (Homo sapiens), P07237;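 active means mean inhibition across replicates of 30% or more, whatever share of single replicates reach that level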;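 further: absorbance from insulin aggregation driven by PDI reduction with DTT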
Target sequence (P07237 whole entry, looked up): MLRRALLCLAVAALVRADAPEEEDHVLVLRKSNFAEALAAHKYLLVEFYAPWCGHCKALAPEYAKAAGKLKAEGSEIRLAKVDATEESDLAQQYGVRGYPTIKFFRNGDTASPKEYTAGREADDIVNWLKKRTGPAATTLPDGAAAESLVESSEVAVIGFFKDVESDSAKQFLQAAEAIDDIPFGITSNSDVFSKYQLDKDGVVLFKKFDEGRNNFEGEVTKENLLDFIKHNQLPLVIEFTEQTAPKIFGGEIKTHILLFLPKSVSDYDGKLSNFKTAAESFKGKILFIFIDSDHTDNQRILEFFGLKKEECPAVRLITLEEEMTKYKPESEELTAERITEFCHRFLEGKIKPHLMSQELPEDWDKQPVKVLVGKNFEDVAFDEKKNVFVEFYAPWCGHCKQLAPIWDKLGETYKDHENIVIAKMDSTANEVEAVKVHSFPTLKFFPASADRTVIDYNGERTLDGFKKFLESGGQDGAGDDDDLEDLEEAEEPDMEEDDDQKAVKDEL
HIF-2a block: HIF-2a reporter inhibitors, primary screen, luminescence, 786-0 RCC cells. 786-0 RCC cells HIF-2a reporter, luciferase luminescence, overnight. inhibition, % at 18.8 µM. 360,000 compounds, 0.72% hits. AID 624352, 2012;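 active means inhibition of the luminescence signal of 40% or more relative to plate controls, in a single-dose primary screen at 18.75 µM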
CaV13 ICDI inh: Primary screen for inhibitors of IQ motif and Ca2+-dependent inactivation inhibitor domain binding in CACNA1D, Förster resonance energy transfer in living cells, …; AID 743397; inhibition, % at 12.3 µM; 340,000 compounds, 0.098% hits; HEK cells, CFP/YFP FRET ICDI-IQ, plate reader, 10 min; percent FRET-ratio fall versus neutral wells;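 active means mean replicate inhibition of at least 30% and at least 1% of replicates passing that level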;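 further: 0% = median of the neutral control wells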
aDG glyco up: activators of alpha-DG glycosylation, primary screen, uHTS, Pro5-aDG cells, AlphaScreen. 360,000 compounds, 0.22% hits. activation, % at 10 µM. alpha-DG glycosylation AlphaScreen (IIH6); 0% Pro5, 100% B10-LARGE cell signal;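 active means activation of at least 8% versus controls, or a plate z-score of at least 8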;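 further: Pro5 are CHO cells carrying HIG-tagged alpha-DG that lacks glycosylation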
Exocytosis inh: LAMP-1 surface exposure blockers, TALL-104 cells – cell-based, flow cytometry, MLPCN library, primary screen; TALL-104 LAMP-1 surface exposure; cells stimulated with thapsigargin and PMA; AID 651702, 2012; inhibition, % at 10 µM; 360,000 compounds, 0.66% hits;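 active means inhibition above about 55%, limit read from the data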
NR2E3 ag-2: inhibitors of NR2E3-RetCOR corepressor binding, primary screen, NR2E3 agonist project, biochemical, TR-FRET, GST-NR2E3, biotin-RetCOR; Photoreceptor-specific nuclear receptor (Homo sapiens), Q9Y5X4; 1536-well; inhibition of corepressor binding, % at 4.78 µM; 320,000 compounds, 0.12% hits; AID 2300, 2010;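 active means percent inhibition above the cutoff of mean plus 3 SD of all tested compounds, set per screening campaign, cut at about 20% in these data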;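 further: 0% = DMSO wells and 100% = biotin wells as full block of FRET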
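Material – GST-tagged NR2E3 plus biotinylated RetCOR corepressor · Quantity – NR2E3 fusion 1.35 nM · Times – 5 h incubation at 4 °C · Medium – pH 7.5 Tris-based buffer · Technique – TR-FRET, Eu(K)-anti-GST donor, streptavidin-D2 acceptor, ex 340, em 617/671 nm · Benchmarks – high control biotin, low control 0.6% DMSO · Format – 1536-well plates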
Active calls of the source: *; nt = no result given. An unsorted share of the library; 3.5% or so of the library scored in one or more.

SMILES | NR2E3 ag-1 | TRPM1 prom inh | Vif imaging | Peg3 promoter | hiPSC survival | PDI inh | HIF-2a block | CaV13 ICDI inh | aDG glyco up | Exocytosis inh | NR2E3 ag-2
CC(Nn1cnnc1)c1cc(Cl)ccc1O (configuration not stated) | 10.2 | -3.3 | -2.7 | 0.9 | -0.4 | 8.0 | 1.9 | -5.7 | -0.6 | 0.7 | 4.1
O=c1c2ccccc2nc2c3ccccc3c(NCc3cccnc3)nn12 | 4.5 | 0.0 | -2.9 | -8.1 | 3.2 | 10.2 | 7.4 | -1.8 | -0.3 | -0.5 | 1.9
Cc1nc2ccccc2cc1C(=O)N/N=C/c1ccco1 | -28.8 | 7.2 | -1.8 | -0.9 | 1.4 | 10.8 | 20.6 | -3.3 | 0.1 | -3.0 | -2.6
COc1ccc2[nH]c(C)c(CCNC(=S)Nc3ccc(F)cc3)c2c1 | -12.8 | -13.1 | nt | 16.1 | -4.0 | -3.8 | 14.6 | -17.9 | 0.0 | -0.4 | 2.0
Cc1ccc(-n2c(SCC(=O)Nc3ccc(Cl)cc3)nc(O)cc2=O)cc1 | -25.8 | -4.1 | -3.6 | 6.9 | 0.1 | 15.9 | 3.8 | -3.7 | -0.5 | 0.4 | 1.4
CC(=O)O/N=C/c1c(NCc2ccccc2)nc2c(C)cccn2c1=O | -39.5 | nt | 1.9 | 9.7 | 0.7 | -6.9 | 1.1 | -4.6 | 0.4 | 5.7 | -1.1
O=C(Nc1ccc(Cl)cc1)c1ccc(-n2cncn2)c([N+](=O)[O-])c1 | -3.4 | -1.6 | -6.2 | -22.1 | 0.8 | -2.2 | -35.5 | -3.8 | 0.0 | 0.6 | 2.3
O=C1C[C@@H]2CCN3C(=O)CCC[C@@H]([C@H]23)[C@H]1Cc1ccccc1 | -11.8 | 4.2 | 0.5 | -18.1 | -0.7 | -4.9 | -13.9 | -6.1 | -0.2 | -0.3 | nt
Nc1ncnc2nc(-c3ccccc3)[nH]c12 | 6.5 | nt | -0.6 | 9.0 | 0.0 | 9.5 | 2.5 | -6.7 | 0.0 | 7.4 | nt
COCCNc1cc(NCCOC)c([N+](=O)[O-])cc1[N+](=O)[O-] | -11.8 | -14.8 | -2.1 | 5.3 | 3.2 | -10.3 | 13.7 | -4.9 | -0.3 | -7.4 | 1.1
O=C(Nc1cccc(-c2nc3cccnc3s2)c1)c1cccnc1Cl | -8.4 | -26.3 | -6.4 | -48.0 | -0.7 | -0.4 | -162.1 | -14.5 | 0.0 | -1.8 | -0.2
CCN1CCN(CCCNC(=O)C2CCCN(c3nnc(-n4cccc4)s3)C2)CC1 (configuration not stated) | 7.4 | -1.4 | 4.1 | -3.6 | 4.2 | -4.2 | 11.2 | -5.1 | -0.2 | 0.9 | 2.2
CCc1ccc(NC(=O)c2ccc3c(c2)C(=O)N(CCOC)C3Nc2ccc(CC)cc2)cc1 (configuration not stated) | -4.5 | nt | nt | -40.2 | -2.7 | nt | -104.8 | -6.5 | 1.3 | 0.7 | -2.0
Cc1ccccc1NC(=O)CSc1cn[nH]n1 | -32.1 | -17.4 | 8.7 | -2.2 | 0.9 | -4.3 | 16.5 | -3.8 | 0.0 | -3.4 | 2.2
CN(CCNC(=O)Cn1c(=O)sc2ccccc21)Cc1ccccc1 | -2.3 | 8.1 | 3.0 | 11.3 | -4.0 | nt | 4.9 | -2.8 | 0.2 | -2.0 | -2.4
OC[C@@H]1[C@@H](c2ccc(F)cc2)C(c2cccc(Cl)c2)=NN1c1ccccc1 | -25.9 | 5.2 | -9.0 | 31.7 | -1.5 | -7.1 | 3.4 | -6.7 | 1.1 | -11.8 | nt
CC(C)CN1C(=O)C(=O)N(CC(=O)c2ccc3c(c2)CCCC3)C1=O | 3.7 | -24.5 | 0.8 | -75.2 | 0.0 | 8.5 | -59.4 | -2.9 | -0.1 | -0.3 | 0.8
CCOc1ccc(N(Cc2cc3ccc(C)cc3[nH]c2=O)S(C)(=O)=O)cc1 | -12.5 | 15.5 | 3.2 | 28.7 | -0.6 | -2.3 | 20.3 | -8.6 | 0.2 | -0.9 | 0.0
Cc1c(C(=O)Nc2nccs2)oc2ccc(F)cc12 | -72.0 | -30.0 | -7.7 | -182.2 | -3.6 | 2.3 | -121.1 | -2.8 | 0.2 | 1.9 | -12.0
Cc1ccccc1NC(=O)N1CCCC1C(=O)NCc1ccccc1 (configuration not stated) | -6.4 | -0.1 | -7.3 | 15.8 | 0.4 | 14.6 | 21.3 | -4.3 | 0.0 | 9.7 | -3.6

Random excerpt: 2 compounds from above, in no set order.
SMILES | NR2E3 ag-1 | TRPM1 prom inh | Vif imaging | Peg3 promoter | hiPSC survival | PDI inh | HIF-2a block | CaV13 ICDI inh | aDG glyco up | Exocytosis inh | NR2E3 ag-2
CC(C)CN1C(=O)C(=O)N(CC(=O)c2ccc3c(c2)CCCC3)C1=O | 3.7 | -24.5 | 0.8 | -75.2 | 0.0 | 8.5 | -59.4 | -2.9 | -0.1 | -0.3 | 0.8
O=C(Nc1ccc(Cl)cc1)c1ccc(-n2cncn2)c([N+](=O)[O-])c1 | -3.4 | -1.6 | -6.2 | -22.1 | 0.8 | -2.2 | -35.5 | -3.8 | 0.0 | 0.6 | 2.3

More structures
SMILES | NR2E3 ag-1 | TRPM1 prom inh | Vif imaging | Peg3 promoter | hiPSC survival | PDI inh | HIF-2a block | CaV13 ICDI inh | aDG glyco up | Exocytosis inh | NR2E3 ag-2
CN(C)S(=O)(=O)c1ccc(NC(=S)NC(=O)c2cccs2)cc1 | -0.4 | 8.5 | -7.5 | -42.6 | 1.3 | -9.7 | -110.3 | 2.4 | -0.7 | -1.2 | 1.8
N/C(=N\c1nc(CSc2nc3ccccc3s2)cc(=O)[nH]1)Nc1ccc(F)cc1 | -15.9 | 13.4 | -7.3 | 32.8 | -0.3 | -15.4 | 13.2 | -4.7 | -0.3 | 22.4 | 2.7
CCOc1ccc(N(C)S(=O)(=O)c2ccc(C)c(C(=O)NCCc3ccc(OC)cc3)c2)cc1 | -13.0 | 0.5 | nt | 9.3 | 0.7 | 4.3 | -3.0 | -1.8 | 0.0 | 0.5 | nt
COc1cccc(OCC(O)CN2CCC(CN3C(=O)c4cccc5cccc(c45)C3=O)CC2)c1 (configuration not stated) | -36.3 | 1.1 | -12.6 | 19.2 | -2.8 | 2.7 | 15.3 | -4.9 | 2.2 | 23.0 | 5.5
CCC(=O)N=c1n(C)c2ccccc2n1CCOc1ccccc1 | -24.9 | 1.5 | 0.8 | 0.7 | 1.5 | 1.6 | -7.2 | -3.1 | -0.1 | 1.2 | 4.0
O=C(CN1CCN(Cc2ccc(F)cc2)C1=O)NC1CCCC1 | -14.8 | 3.0 | 9.6 | 13.7 | -0.3 | 1.6 | 7.6 | -4.4 | 0.2 | -0.9 | -0.3
CCN(CC)Cc1c(C(=O)N/N=C/c2ccc(C)o2)nnn1-c1nonc1N | -16.8 | 6.9 | 4.2 | -0.8 | -0.3 | 25.1 | 3.6 | -2.5 | 0.0 | -8.5 | 2.4
CC(=O)c1c(COC(=O)c2ccc(Cl)cc2)nc2ccccc2[n+]1[O-] | -11.9 | 9.9 | -0.2 | -7.7 | -0.4 | -5.1 | 9.6 | -4.8 | -0.1 | 5.0 | -0.5
Cc1cc(C)c(S(=O)(=O)N2CCOCC2)cc1C | -23.9 | -6.9 | 0.3 | 4.2 | -0.9 | 0.1 | 16.4 | -4.9 | -0.3 | -6.2 | 4.5
Cn1c(N)c(C(=O)COC(=O)c2ccccc2NCc2ccco2)c(=O)n(C)c1=O | -12.2 | -2.2 | -9.0 | 8.2 | -0.2 | -0.3 | 34.2 | 1.0 | -0.1 | 5.2 | -0.3
CC(C)C(C(=O)Nc1ccc2c(c1)OCCO2)N1C(=O)c2ccccc2C1=O (configuration not stated) | -1.5 | 1.6 | 1.8 | 2.8 | -1.4 | 6.7 | 9.2 | -4.9 | -0.1 | 5.8 | 1.4
O=C(Cn1ncc2c(=O)oc3ccccc3c21)N1CCCc2ccccc21 | -8.1 | 5.7 | 2.7 | 6.8 | 7.7 | 6.1 | 9.4 | nt | -0.2 | 0.8 | 4.0
CCOc1cc2[nH]c(=O)n(CCCN3CCCC3=O)c(=O)c2cc1OCC | -21.8 | 1.6 | 9.4 | 5.1 | 8.2 | 6.5 | 11.7 | -8.3 | 0.1 | -1.1 | 0.8
Cc1cccc(C(O)(C(=O)NNc2ccc3ccccc3n2)c2cccc(C)c2)c1 | -26.7 | 17.0 | 1.6 | 26.2 | -0.9 | -5.4 | 33.1 | -13.8 | 0.1 | 4.9 | -0.9
COc1cc2[nH]c(=S)nc(NC3CCCCCC3)c2cc1OC | -12.9 | 0.5 | 12.8 | 10.6 | 1.4 | -1.9 | 14.0 | 6.4 | -0.2 | -0.7 | 3.9
COc1cc(-c2cc(N)n(S(=O)(=O)c3ccccc3)n2)cc(OC)c1OC | -26.9 | 10.6 | -4.3 | 11.6 | -0.9 | 7.6 | -5.9 | -7.2 | -0.1 | 7.4 | 2.9
Cc1cc(NC(=O)c2ccc(S(=O)(=O)N3CCOCC3)cc2)no1 | 3.7 | 5.0 | -4.1 | -4.2 | 0.3 | -5.9 | 1.0 | -4.8 | -0.2 | 9.5 | 0.5
CC(Oc1cccc2ccccc12)C(=O)N/N=C/c1cccnc1 (configuration not stated) | 25.6 | 2.0 | -5.6 | 16.4 | -0.5 | -18.3 | 3.8 | -2.3 | -0.3 | 0.8 | -0.2
COc1ccc(C(CC(=O)O)N2C(=O)CCC2=O)cc1 (configuration not stated) | 7.8 | 9.6 | -2.3 | 9.9 | 1.3 | -8.0 | 9.1 | -10.3 | 0.1 | -1.4 | -2.0
Cc1cccc2sc(NC(=O)C3CSC4(C)CCC(=O)N34)nc12 (configuration not stated) | -35.6 | 16.0 | nt | 0.2 | -0.4 | 6.8 | 10.9 | -6.2 | 0.5 | -2.8 | 1.0
O=C1COc2ccccc2C(c2nc3ccccc3[nH]2)N1C1CC1 (configuration not stated) | 1.2 | nt | nt | nt | 0.7 | nt | 1.4 | -8.8 | 0.0 | -5.3 | nt
COc1cc(C(=O)N/N=C/c2ccsc2C)cc(OC)c1OC | 18.6 | 54.4 | 3.1 | -17.4 | -1.4 | 1.0 | 14.7 | nt | -0.3 | 1.9 | 3.8
O=C(NNc1nc(N2CCOCC2)nc(N2CCOCC2)n1)c1ccccc1 | -13.5 | 2.0 | 7.1 | -6.9 | 2.3 | 6.3 | -0.6 | -5.9 | 0.0 | -0.7 | nt
COc1cc2ccccc2c2c1CCCC2=O | -20.8 | -1.9 | 5.1 | 4.1 | 1.0 | -0.5 | 8.9 | nt | 0.4 | -1.2 | 7.2
